# GLP-1R agonist: agonists of human GLP-1 receptor; P43220; HEK293 GLP-1R CRE-luciferase, luminescence, 4-6 h; cells express a hypersensitive GLP-1R form; Potency, µM (top dose mostly 45.6 µM), inactives show at the highest dose activation, most hits filed as activators; 380,000 compounds, 0.007% hits; note: potency is the fitted concentration of half-maximal effect; % of control where 0% means no effect
# Target sequence (P43220 whole entry, looked up): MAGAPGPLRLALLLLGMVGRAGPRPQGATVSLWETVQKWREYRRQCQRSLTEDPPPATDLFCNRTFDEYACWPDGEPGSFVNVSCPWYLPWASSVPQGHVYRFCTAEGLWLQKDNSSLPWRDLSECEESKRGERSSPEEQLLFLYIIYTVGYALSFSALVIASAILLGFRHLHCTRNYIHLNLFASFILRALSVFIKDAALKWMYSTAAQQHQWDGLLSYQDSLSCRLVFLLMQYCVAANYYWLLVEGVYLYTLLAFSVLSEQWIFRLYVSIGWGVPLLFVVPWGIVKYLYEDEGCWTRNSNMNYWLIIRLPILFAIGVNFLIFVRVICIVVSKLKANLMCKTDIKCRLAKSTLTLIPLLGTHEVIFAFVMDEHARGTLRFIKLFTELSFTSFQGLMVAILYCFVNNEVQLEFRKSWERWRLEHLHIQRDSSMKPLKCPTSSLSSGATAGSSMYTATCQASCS
# aSyn rescue: inhibitors of alpha-synuclein toxicity in yeast | Yeast expressing alpha-synuclein, growth rescue, BacTiter-Glo, 24 h | Potency, µM (top dose mostly 46.1 µM), for inactives: at the top dose growth rescue (activation), usual class: activators | 370,000 compounds, 0.14% hits | AID 652106; note: potency is the fitted concentration of half-maximal effect; % of control where 0% means no effect; nearly all actives have a fitted effect of over 65% in size
#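 Galactose-induced alpha-syn yeast (OD600=0.02, raffinose-pregrown) + pinned cpd, 24 hr, 30 deg C; growth by BacTiter-Glo luminescence. Growth restoration scores as activation.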
# DRD3 antagonist: blocks the human D3 dopamine receptor. 360,000 compounds, 2.5% hits. max response, negative = inhibition, %. P35462. D3R cells, DiscoveRx beta-arrestin luminescence, antagonist mode; hits give low values; in the data active = max response below about -50%; inconclusive = no clear call, values can overlap the other calls; note: % is set by controls: 0 for no effect and ±100 for the full control effect; mostly tested at two doses, the higher about 12 µM
# Target sequence (P35462 whole entry, looked up): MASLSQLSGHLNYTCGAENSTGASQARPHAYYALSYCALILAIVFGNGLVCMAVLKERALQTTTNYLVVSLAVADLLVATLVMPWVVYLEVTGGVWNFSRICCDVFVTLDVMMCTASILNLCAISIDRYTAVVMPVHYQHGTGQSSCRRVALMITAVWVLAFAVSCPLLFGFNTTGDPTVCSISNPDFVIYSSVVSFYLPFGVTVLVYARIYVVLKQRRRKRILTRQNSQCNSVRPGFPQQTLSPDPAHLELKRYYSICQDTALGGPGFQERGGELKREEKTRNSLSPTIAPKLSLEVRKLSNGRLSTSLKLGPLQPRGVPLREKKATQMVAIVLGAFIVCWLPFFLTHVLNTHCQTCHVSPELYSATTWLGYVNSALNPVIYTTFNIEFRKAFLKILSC
#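 Cells expressing the human receptor were seeded at 1500 cells/well, incubated overnight at 37 degrees C in 5% CO2, then exposed to library compounds with dopamine controls for 90 minutes at 37 degrees C before luminescent detection.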
# GLP1R inv ag: GLP-1 receptor (human) inverse agonism | HEK293 GLP-1R CRE-luciferase, luminescence, 24 h; GLP-1R form is constitutively active | AID 624417 | P43220 | 410,000 compounds, 1.6% hits | Potency, µM (top dose mostly 38.3 µM), for the others: top-dose activity change, negative = inhibition, actives largely listed as inhibitors; note: potency is the fitted concentration of half-maximal effect; % is set by controls: 0 for no effect and ±100 for the full control effect; nearly all actives have a fitted effect of over 55% in size
#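 Cells are plated, allowed 12 hours at 37 deg C, then treated with compounds for 24 hr before luciferase detection reagent is added and luminescence is read after 12 min at room temperature. The HEK293 line carries constitutively active GLP-1R with a cAMP-responsive reporter.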
# FUS yeast rescue: rescues growth of FUS-expressing yeast | AID 1347120 | Potency, µM (highest dose often 76.6 µM), inactives show at the top dose growth rescue (activation), most hits filed as activators | S. cerevisiae FUS-expressing, growth rescue, OD600, 24 h | 390,000 compounds, 0.24% hits;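 note: potency is the fitted concentration of half-maximal effect; plate controls were DMSO vehicle for no effect and reference control for full effect; nearly all actives have a fitted effect of over 55% in size; some results filed as inactive show a strong effect at the top dose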
#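 Yeast expressing FUS under galactose induction, OD 0.005 in 2% galactose medium; compounds in a dilution series, 24 h at 30C. Growth rescue by absorbance at 600 nm; CP55940 positive control, DMSO negative.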
# Akt phos inh: inhibitors of Akt phosphorylation; activity change, % for hits at 50 µM; Neuro2A IGF-stimulated pAkt S473 HTRF, 20 min; hits give low values; 360,000 compounds, 0.32% hits; AID 651550; in the data active = activity change below about -80%; inconclusive = mostly about -51% to -80%; note: % is set by controls: 0 for no effect and ±100 for the full control effect
#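 Neuro2A cells (4,500/well, DMEM with 0.5% FBS) were treated with compound at a single 50 µM final concentration, stimulated with 6 nM IGF for 20 min at 37 °C, and lysed. Phospho-Akt Ser473 was read by HTRF as 665/615 ratio ×10^4.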
# TDP43 rescue: TDP-43 toxicity inhibition in yeast | TDP-43 expressing yeast growth rescue, BacTiter-Glo, 24 h | Potency, µM (doses to about 46.1 µM), inactives show at the highest dose growth rescue (activation), actives largely listed as activators | 410,000 compounds, 1.8% hits | AID 652104; note: potency is the fitted concentration of half-maximal effect; % of control where 0% means no effect; nearly all actives have a fitted effect of over 50% in size
#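 Yeast expressing TDP-43 (pregrown in raffinose, seeded at OD600=0.02 in galactose medium) exposed to compounds 24 hr at 30 deg C. Growth read by BacTiter-Glo luminescence; rescue of toxicity appears as increased signal.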
# PTHR1 ag: activates the human parathyroid hormone receptor PTHR1. HEK293 GP2 PTHR1 cells, GloSensor cAMP luminescence, 1 h. Potency, µM (series often up to 115 µM), inactives show at the top dose activation, actives largely listed as activators. 410,000 compounds, 0.075% hits. AID 743266; note: potency is the fitted concentration of half-maximal effect; nearly all actives have a fitted effect of over 55% in size; some results filed as inactive show a strong effect at the top dose; inactives centre near -15; many of its hits are not listed in these tables
#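 HEK-293-derived GP2 cells expressing PTHR1 and a GloSensor cAMP reporter, 3,000/well, plated overnight, given luciferin plus IBMX (each 0.5 mM as added) for 1 h at 37 °C, then compound for 1 h at 37 °C. Luminescence was read after 15 min at room temperature.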
# Abeta yeast res: A-beta toxicity reversal in yeast | Potency, µM (highest dose often 46.1 µM), for the others: at the top dose growth rescue, usual class: activators | yeast expressing A-beta42, growth rescue, OD600, 48 h; response scale: 0% DMSO, 100% iron-clioquinol control | 410,000 compounds, 0.063% hits; note: potency is the fitted concentration of half-maximal effect; nearly all actives have a fitted effect of over 55% in size
#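 Yeast growth medium received pinned compounds, then yeast cells expressing toxic A-beta were added; plates incubated at 30 C for 48 hr. Growth read as absorbance at 600 nm, normalized to DMSO and equimolar FeCl3 plus clioquinol controls.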
# * marks the source's active call; other numbers are inactive results; i = inactive; ? = inconclusive; . = not tested or not shown; & = joins results of further samples; [ ] = dose if it differs, or a comment. Unless noted, calls come from the whole dose curve; as a rule, active = well fitted curve in the direction sought with a large enough effect; inconclusive = small, poorly fitted or top-dose-only effect, or another doubt; inactive = no such curve, though single readings can be large; an effect the other way counts as inactive or inconclusive. A portion of the library (hit frequency here may not be typical).
SMILES,GLP-1R agonist,aSyn rescue,DRD3 antagonist,GLP1R inv ag,FUS yeast rescue,Akt phos inh,TDP43 rescue,PTHR1 ag,Abeta yeast res
Cc1ccc(CNC(=O)COC(=O)CCC(=O)c2cccs2)cc1,3%,2%,11,15%,-1%,i,?,i,-4%
Cc1sc(NC(=O)c2ccccc2)c(C#N)c1-c1ccccc1,17%,3%,42,?,-3%,i,10%,-35%,-7%
CC1C(=O)N2CCCc3cc(NC(=O)C(=O)NCCc4c[nH]c5ccccc45)cc1c32 (stereo unspecified),-5%,3%,4,?,?,i,-8%,-5%,-19%
C=CCNC(=O)C1CC=CCC1C(=O)O (stereo unspecified),-4%,5%,-9,3%,8%,i,24%,-6%[57.5 µM],13%
CCOC(=O)c1nnn(C(CC)C(=O)Nc2c(C)cccc2C)c1C(=O)OCC (stereo unspecified),.,.,.,0%,1%,.,2%,i,-13%
O=C(Nc1ccccc1)Nc1nc(-c2ccccc2)cs1,-3%,-1%,1,9%,-5%,i,15%,-30%,3%
C[C@@H]1CN([C@H](C)CO)C(=O)CCCn2cc(nn2)CO[C@H]1CN(C)S(=O)(=O)c1cccs1,9%,-6%,-21,15%,-10%,i,2%,4%,-3%
CCC1(c2ccccc2)NC(=O)N(CC(=O)N2CC(=O)Nc3ccccc32)C1=O (stereo unspecified),3%,-1%,67,8%,.,i,-11%,-17%,-11%
O=C(CSc1nnc(Cc2cc(=O)[nH]c(=O)[nH]2)n1-c1ccc(F)cc1)NC1CCCC1,-1%,-1%,-3,-12%,-13%,i,0%,-25%,0%
CCC(C)[C@@H](N)C(=O)N/N=C/c1cccc2nccnc12 (stereo partly specified),1%,1%,22,9%,14%,i,0%,-18%,-2%
Cc1onc(C(=O)Nc2ccccc2C(F)(F)F)c1[N+](=O)[O-],-1%,-4%,-10,5%,-28%,i,12%,i,-2%
COc1ccc(-n2ncc(C(=O)N3CCc4ccccc4C3)c2C2CCN(C(=O)OC(C)(C)C)CC2)cc1,.,.,.,-1%,19%,.,13%,i,-6%

# An excerpt from above in order of formula weight, largest number first:
SMILES,GLP-1R agonist,aSyn rescue,DRD3 antagonist,GLP1R inv ag,FUS yeast rescue,Akt phos inh,TDP43 rescue,PTHR1 ag,Abeta yeast res
COc1ccc(-n2ncc(C(=O)N3CCc4ccccc4C3)c2C2CCN(C(=O)OC(C)(C)C)CC2)cc1,.,.,.,-1%,19%,.,13%,i,-6%
O=C(CSc1nnc(Cc2cc(=O)[nH]c(=O)[nH]2)n1-c1ccc(F)cc1)NC1CCCC1,-1%,-1%,-3,-12%,-13%,i,0%,-25%,0%
CC1C(=O)N2CCCc3cc(NC(=O)C(=O)NCCc4c[nH]c5ccccc45)cc1c32 (stereo unspecified),-5%,3%,4,?,?,i,-8%,-5%,-19%
CCOC(=O)c1nnn(C(CC)C(=O)Nc2c(C)cccc2C)c1C(=O)OCC (stereo unspecified),.,.,.,0%,1%,.,2%,i,-13%

# (more compounds)
SMILES,GLP-1R agonist,aSyn rescue,DRD3 antagonist,GLP1R inv ag,FUS yeast rescue,Akt phos inh,TDP43 rescue,PTHR1 ag,Abeta yeast res
Cc1ccc2nc(Nc3ccc(F)cc3)c3nncn3c2c1,4%,0%,-10,96%[activator],41%,i,?,-3%,-8%
O=C(COc1ccccc1F)Nc1cc(S(=O)(=O)Nc2cccc(Cl)c2)ccc1O,-5%,6%,4,?,-8%,i,16%,-38%[inhibitor],2%
Cc1noc(NS(=O)(=O)c2ccc(NC(=O)c3cc4ccccc4o3)cc2)c1C,-1%,-3%,-7,4%,27%,i,8%,i,13%
CNS(=O)(=O)c1cn(CC(=O)N2CCN(c3ccccc3F)CC2)cc1S(=O)(=O)NC,.,.,.,3%,9%,.,7%,-21%,-10%
CCOC(=O)c1c(NC(=O)/C=C/c2ccc(C)cc2)sc(C(C)=O)c1C,.,.,.,5%,-23%,.,9%,i,-22%
CCn1cc(Br)c(C(=O)Nc2cccc(SC)c2)n1,0%,-15%,-8,2%,11%,i,-1%,-8%[57.5 µM],2%
CC(C)NC(=O)Cn1c(SCC(=O)N2CCCCCC2)nc2ccccc21,5%,4%,-18,3%,23%,.,-7%,-8%[57.5 µM],3%
COc1ccc(C)cc1S(=O)(=O)N(C)CC(N)=O,-1%,1%,-18,6%,-15%,i,14%,i,-4%
CCO[C@H]1OC(C(=O)Nc2ccccc2)=C[C@@H](C2CC2)[C@@H]1CCCO,2%,9%,8,?,37%,i,10%,i,-3%
CCn1c(=O)cc(OCC(=O)Nc2cc(C)ccn2)c2ccccc21,0%,-1%,24,61%[activator],16%,i,0%,-11%[57.5 µM],9%
Cn1cc(-c2nnnn2-c2ccc(Cl)cc2)c(=O)c2ccccc21,0%,9%,12,6%,16%,i,25%,i,7%
CC(C)(C)c1cc(CCC(=O)NNC(=O)c2ccco2)cc(C(C)(C)C)c1O,-1%,12%,-10,-29%,.,i,0%,?,29%

# Continued, overlapping the part above by four compounds.
SMILES,GLP-1R agonist,aSyn rescue,DRD3 antagonist,GLP1R inv ag,FUS yeast rescue,Akt phos inh,TDP43 rescue,PTHR1 ag,Abeta yeast res
CCO[C@H]1OC(C(=O)Nc2ccccc2)=C[C@@H](C2CC2)[C@@H]1CCCO,2%,9%,8,?,37%,i,10%,i,-3%
CCn1c(=O)cc(OCC(=O)Nc2cc(C)ccn2)c2ccccc21,0%,-1%,24,61%[activator],16%,i,0%,-11%[57.5 µM],9%
Cn1cc(-c2nnnn2-c2ccc(Cl)cc2)c(=O)c2ccccc21,0%,9%,12,6%,16%,i,25%,i,7%
CC(C)(C)c1cc(CCC(=O)NNC(=O)c2ccco2)cc(C(C)(C)C)c1O,-1%,12%,-10,-29%,.,i,0%,?,29%
O=C(Nc1ccc(F)c(F)c1)c1ccc2c(c1)OCO2,-5%,-11%,-9,14%,-16%,i,-14%,-43%[inhibitor],1%
CCOc1ccccc1N1CC(C(=O)NC2CCCCCC2)CC1=O (stereo unspecified),7%,6%,5,-15%,6%,i,-14%,-18%,-1%
COc1cccc(NC(=O)CSc2cccc[n+]2[O-])c1,-1%,0%,-4,15%,-19%,i,8%,i,-8%
COc1cc(CNn2c(C)n[nH]c2=S)cc(Cl)c1OCc1ccccc1,7%,?,-11,-16%,12%,i,?,i,-16%
CCOC(=O)C1=C(COC(=O)/C=C/c2ccccc2Cl)NC(=O)NC1C (stereo unspecified),?,0%,7,-2%,?,i,?,-40%[inhibitor],7%
O=C(Oc1ccc(Cl)c2cccnc12)c1ccco1,-9%,11%,-138*,?,-19%,i,32µM*,-24%[57.5 µM],-11%
O[C@@H]1CN(C2CCCCC2)CC[C@H]1N1CCN(CCc2ccccc2)CC1,2%,-5%,-17,?,29%,i,-17%,8%,-6%
Fc1cccc(Cl)c1CNC(c1ccccc1)c1ccccc1,2%,-23%,?,?,-3%,i,-17%,-1%[57.5 µM],-21%
CC(=O)n1cc(Nc2ccccc2C(=O)O)c2ccccc21,-9%,0%,60,-1%,-18%,i,-1%,i,14%
CCCSCCCNC(=O)CN1C(=O)COc2ccc(S(=O)(=O)N3CCCC3)cc21,2%&-1%,2%,16,-18%&-29%,8%&34%,i,-20%&10%,-14%,-1%&-6%
COc1ccc2cc(CCNS(=O)(=O)c3ccc(NC(C)=O)cc3)c(=O)[nH]c2c1,-2%,-8%,-4,8%,12%,i,-10%,i,-5%
c1ccc2c(c1)[nH]c1nc3nncn3nc12,0%,-9%,-4,0%,20%,i,-9%,?,-16%
CCN(C(=O)COC(=O)c1cc(C)oc1C)c1c(N)n(Cc2ccccc2)c(=O)[nH]c1=O,-3%,-8%,-4,-10%,22%,i,8%,-2%,-8%
O=C(Nc1cccnc1)Nc1ccccc1Cl,-1%,0%,4,7%,5%,i,3%,i,18%
COc1cc(OC)c(C(=O)OCC(=O)c2ccc3c(c2)NC(=O)CO3)cc1OC,21%,-14%,-2,34%[activator],-11%,i,6%,-7%,22%
COCCn1c(SCC(=O)NC2CCCC2)nc2cccnc21,9%,-2%,2,7%,-56%,i,20%,20%,7%
CC(=O)C1=C(O)CC(C)(C)CC1=NCCc1nc2ccccc2[nH]1,0%,0%,1,4%[7.66 µM],18%,i,-3%,i,1%
O=C(CN1C(=O)COc2ccc(Cl)cc21)N1CCCCC1,-2%,-9%,0,18%,-6%,i,15%,-24%,2%
CCCn1c(N)c(N(CCOC)C(=O)c2cccc(C(F)(F)F)c2)c(=O)[nH]c1=O,4%,4%,3,13%,2%,i,-9%,-3%,12%
CCOC(=O)C1CCN(C(=O)Cc2c(C(=O)O)[nH]c3ccccc23)CC1,-9%,-8%,2,5%,0%,i,3%,i,-6%
Cc1cc(C)c2oc(=O)cc(CN3CCC(C)CC3)c2c1,12%,-2%,0,-14%,23%,i,-11%,-11%,-7%
COc1ccc(NC2CS(=O)(=O)CC2NCc2ccco2)cc1 (stereo unspecified),4%,0%,-5,12%,14%,i,6%,i,3%
Cc1cc(C)cc(OCC(=O)Nc2c(C)ccc3nsnc23)c1,.,.,.,13%,-18%,.,15%,-7%,-7%
O=C(OCc1cn([C@@H]2CN(C(=O)c3cccs3)[C@@H](c3ccccc3)C[C@H]2O)nn1)c1ccccc1,9%,4%,20,2%,-7%,i,15%,-26%,5%
CCOC(=O)C1CCN(C(=O)C2(NC(=O)NC3CCCCC3)CCCCC2)CC1,0%,7%,-4,20%,-11%,i,-6%,-6%,-3%
